Assay outcomes deposited in PubChem by several laboratories.
ASAP1 GAP inh = ASAP1 ArfGAP inhibition | AID 624377 | Q9ULH1 | ASAP1-stimulated ARF1 GTP hydrolysis, GDP FP detection | hit rate 0.19% among 360,000 | inhibition, % at 16.5 µM; in the data active means inhibition above about 25%;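 further: 0% = vehicle with enzyme and substrate and 100% = no enzyme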
DDE Tn6 FP inh = inhibitors of Tn6 peptide binding to human fibrin DD(E); P02675; Fibrin DD(E) TRITC-Tn6 fluorescence polarization displacement; inhibition, % at 8.3 µM; hit rate 0.21% among 370,000; AID 720509;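 active means inhibition above a per-campaign cutoff: mean of compounds within control limits plus 3 SD, cut at about 15% in these data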;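 further: 0% = median of all compound wells on the plate and 100% = blocking peptide control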
ARFGAP1 inh = inhibits rat ARF GTPase activating protein 1; Q62848; Arfgap1-stimulated ARF1 GTP hydrolysis, GDP FP detection; inhibition, % at 16.5 µM; hit rate 0.26% among 360,000; AID 651572;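 active means inhibition above a per-plate limit, mean inhibition of low control wells plus 3 SD, cut at about 25% in these data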;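 further: 0% = DMSO wells with enzyme and 100% = wells lacking Arfgap1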
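Assay system: purified rat His6-Arfgap1 residues 1-136 (GAP domain); Reagent: human Δ17 ARF1 bound to GTP; Dosing: 16.5 µM single point, 1.26% DMSO; Times: GTP hydrolysis reaction 2 h at 25 °C; Signal: FP, GDP Alexa 633 tracer displaced from anti-GDP antibody, 620/688 nm; Measure: % inhibition from polarization.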
proKLK7 act = activators of human kallikrein-7 zymogen; P49862; purified proKLK7, EDANS-DABCYL substrate fluorescence; 100% is mature enzyme control, 0% vehicle; activation, % at 7 µM; hit rate 0.9% among 370,000; AID 652039;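 active means activation above the mean of all tested compounds plus 3 SD, computed per campaign excluding outliers beyond control limits, cut at about 13% in these data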
rCAG binder = binds r(CAG) RNA repeats; r(CAG) RNA repeat, TO-PRO-1 dye displacement fluorescence; inhibition, % at 3 µM; hit rate 1.3% among 370,000;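 active means inhibition above the plate cutoff, the mean of all test compounds on that plate plus 3 SD, cut at about 35% in these data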;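 further: 0% = DMSO alone and 100% = 100 µM mitoxantrone as full dye displacement; higher means more dye released from RNA so lower well fluorescence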
NPR2 activator = GC-B (human) receptor activation; P20594; HEK293-GC-B cells, CNP EC30, cGMP TR-FRET; 0% at EC30 CNP, 100% saturating CNP; activation, % at 10 µM; hit rate 0.11% among 370,000; AID 1920062;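 active means activation at 10 µM reaching about 35% in either raw or pattern-adjusted values, limit read from the data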
GAA850 FXN act = activators of GAA850 frataxin (FXN) promoter | hit rate 0.56% among 360,000 | activation, % at 6 µM | HEK293 lucGAA850 FXN promoter luciferase reporter, 24 h; percent of 10 µM SAHA response;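 active means activation above the average of all compounds screened plus 3 SD, cutoff fixed separately per campaign, cut at about 7.5% in these data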;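 further: 0% = DMSO wells and 100% = 10 µM SAHA wells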
ADAM10 inh = inhibitors of human ADAM10 | hit rate 0.62% among 370,000 | recombinant ADAM10, EDANS/DABCYL FRET peptide cleavage, 3 h | inhibition, % at 7 µM | O14672;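 active means inhibition above a per-campaign cutoff equal to the mean of compounds falling between control-based bounds plus 3 SD, cut at about 20% in these data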;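 further: 0% = DMSO wells while the 100% control is not disclosed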
NPR1 activator = GC-A (human) enzyme activation | P16066 | HEK293 GC-A cells, cGMP TR-FRET, EC30 ANP; 0% at EC30 ANP, 100% saturating ANP | activation, % at 10 µM | hit rate 0.14% among 370,000 | AID 1671463; in the data active means activation above about 40%
Target sequence (P16066 whole entry, looked up): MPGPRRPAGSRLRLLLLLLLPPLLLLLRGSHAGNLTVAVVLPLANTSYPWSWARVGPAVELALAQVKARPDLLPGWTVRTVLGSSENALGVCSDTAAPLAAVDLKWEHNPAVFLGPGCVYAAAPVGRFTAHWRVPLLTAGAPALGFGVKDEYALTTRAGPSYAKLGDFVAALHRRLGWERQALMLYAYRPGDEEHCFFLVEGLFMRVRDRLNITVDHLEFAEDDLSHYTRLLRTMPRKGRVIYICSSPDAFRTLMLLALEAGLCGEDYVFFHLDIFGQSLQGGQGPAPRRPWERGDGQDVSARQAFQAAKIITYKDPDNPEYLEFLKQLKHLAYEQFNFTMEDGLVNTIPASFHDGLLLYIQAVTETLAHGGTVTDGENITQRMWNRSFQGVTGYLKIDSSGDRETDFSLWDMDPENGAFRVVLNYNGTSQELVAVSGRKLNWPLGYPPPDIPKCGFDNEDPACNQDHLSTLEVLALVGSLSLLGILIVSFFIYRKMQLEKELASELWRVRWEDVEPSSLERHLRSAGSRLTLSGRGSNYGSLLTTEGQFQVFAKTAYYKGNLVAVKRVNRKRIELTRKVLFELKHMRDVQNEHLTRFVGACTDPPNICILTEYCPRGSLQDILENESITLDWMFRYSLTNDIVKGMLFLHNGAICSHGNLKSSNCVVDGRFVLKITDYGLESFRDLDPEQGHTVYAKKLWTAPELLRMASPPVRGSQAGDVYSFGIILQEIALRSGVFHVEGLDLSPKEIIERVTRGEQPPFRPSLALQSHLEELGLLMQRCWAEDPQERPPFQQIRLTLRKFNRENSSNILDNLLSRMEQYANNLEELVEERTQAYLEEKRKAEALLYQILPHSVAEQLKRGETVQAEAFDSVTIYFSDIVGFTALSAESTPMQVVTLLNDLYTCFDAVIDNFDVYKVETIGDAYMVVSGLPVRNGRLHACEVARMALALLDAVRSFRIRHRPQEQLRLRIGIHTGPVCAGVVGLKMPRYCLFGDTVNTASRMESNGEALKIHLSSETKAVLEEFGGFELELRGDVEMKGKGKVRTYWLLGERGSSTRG
sPLA2-III inh = Inhibits HGIII-sPLA2 liposome hydrolysis, primary screen | QFRET BODIPY PC-A2 liposome hydrolysis, fluorescence | inhibition, % at 12.2 µM | Q9NZ20 | hit rate 0.56% among 370,000;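 active means inhibition above mean plus 3 SD of compounds lying within the high and low control bounds, cut at about 19% in these data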;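 further: 0% = median of test compound wells and 100% = no enzyme DMSO wells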
Starred values were filed as active, the others as inactive; i = inactive; . = not tested or not shown.

Sequence of screens: ASAP1 GAP inh, rCAG binder, sPLA2-III inh, NPR1 activator, ADAM10 inh, NPR2 activator, DDE Tn6 FP inh, GAA850 FXN act, ARFGAP1 inh, proKLK7 act
- Cc1[nH]c2ccccc2c1C(=O)c1cc([C@H](NC(=O)OC(C)(C)C)C(C)C)sc1N
    10, 4, -5, -5, -6, 6, -8, ., 17, -0.4
- N#Cc1nc(-c2cccc3ccccc23)oc1NCCN1CCCCC1
    -5, 5, -14, 18, i, -7, -5, 1.2, -3, -0.4
- O=C(NC1Cc2ccccc2C1)c1cc(COc2cccc(C(F)(F)F)c2)on1
    4, -1, 4, 1, 12, -1, 2, 0.9, 5, 0.1
- Clc1ncccc1-c1nc2ccccc2s1
    2, -1, -5, 0, -5, -2, -3, 2.4, 13, -0.4
- O=C(NC(Cc1ccc(O)cc1)C(=O)O)c1ccco1 (stereo not drawn)
    -7, 1, 1, 3, 4, 0, -1, 3.9, -3, 0.4
- COc1ccc(NCCC(O)c2ccc(Cl)cc2)cc1 (stereo not drawn)
    2, -2, 12, 5, -2, -3, 2, 2.5, 0, -0.1
- CC[n+]1c(C)n(C)c2cc(S(=O)(=O)N(C)C)ccc21
    -9, -3, 2, 1, 1, -2, -7, 0.6, -3, 0.0
- CCCCNC(=S)Nc1ccc([N+](=O)[O-])cc1
    -7, -2, 6, -2, 7, 1, 6, 1.3, 14, 0.3
- COc1ccc2c(CN3CCN(c4ccccc4F)CC3)cc(=O)oc2c1
    9, 6, -1, 3, -33, 5, -9, ., 17, 0.7
- CCOC(=O)c1cc(NC(=O)c2cccnc2)ccn1
    -5, 2, 0, 5, -48, -8, -3, 1.3, -5, 1.5
- CCOC(=O)N1C(=O)C[C@](Sc2ccc(OC)cc2)(C(=O)N2CCOCC2)[C@H]1c1ccc(OC)cc1
    ., 0, 0, -1, -6, -2, 1, ., ., 0.7
- CN(CCCN1CCOCC1)C(=O)c1cc(COc2c(F)cccc2F)on1
    -3, -4, 6, 4, 11, 7, 1, -0.7, 1, 0.1
- CC(=O)Nc1cccc(NC(=O)COc2ccccc2C)c1
    -5, 0, -1, -2, 0, 1, -2, 1.3, 3, -0.3
- O=C(Cc1cccs1)N1CCN(S(=O)(=O)c2cccc([N+](=O)[O-])c2)CC1
    -2, 1, 2, -1, 2, -1, 7, 0.0, 13, 1.0
- Cc1cc(C(=O)Nc2ccccc2C(=O)N2CCCCC2)ccc1[N+](=O)[O-]
    -1, 2, 4, -1, 5, 3, -1, 2.0, -11, 0.4
- CCn1c(SCC(=O)NCCCN2CCCC2=O)nnc1-c1cccc(C)c1
    0, -5, 6, 1, 0, 3, -1, 1.7, 2, -0.5
- Cc1cc(F)ccc1S(=O)(=O)N(CC(=O)N1CCOCC1)CC(=O)N1CCOCC1
    3, 0, 1, -2, -3, 2, 0, 0.6, -2, 0.1
- COC(=O)C(C)(C)ONC(=O)Nc1ccccc1
    3, 2, -4, 2, 10, 7, 3, 0.7, 6, -0.4
- COc1ccc(OC)c(NC(=O)CCC(=O)Nc2nnc(C(F)(F)F)s2)c1
    2, 4, -8, 5, 2, -3, 6, -0.2, -1, 0.3
- CCN(CC(=O)NCc1cccs1)c1ccc(S(=O)(=O)N2CCCC2)cn1
    -5, -3, -4, -2, -5, -2, -3, 1.5, -4, 0.0
- CC(=O)N1CCC(N(CCCOC(C)C)C(=O)Nc2ccc(Cl)cc2)CC1
    10, 3, -3, -2, 0, 1, -1, 1.3, -1, -0.5
- Cc1ccc(C)c(-c2nnc(NC(=O)c3ccco3)o2)c1
    -6, 3, 7, -1, -11, -1, -1, -0.1, 1, -0.7
- COc1ccccc1N1CCN(C(=O)c2ccc3[nH]c4c(c3c2)CCCC4)CC1
    6, 1, -35, -1, -3, 2, 2, 2.2, -11, 1.0
- COc1cc(CC(=O)NNC(=O)c2cc(C)oc2C)cc(OC)c1OC
    -3, -1, -4, -2, 3, 5, -8, 0.8, 12, -0.6
- COC(=O)C[C@@H]1CC[C@@H](NS(=O)(=O)c2ccc(OC)cc2)[C@@H](CO)O1
    -1, 1, 4, 4, -4, 2, 5, ., -1, -0.4
- Cn1ccc2c(N3CCCCCCC3)cc3c(c21)C1CCC3O1 (stereo not drawn)
    4, 5, 20*, -5, -23, -8, 9, ., -9, -1.2
- CSCCC(NS(=O)(=O)c1ccccc1F)C(=O)NCc1ccncc1 (stereo not drawn)
    -9, -4, 5, 2, -14, 5, 7, -0.8, 10, 0.3
- CC(C)(C)[C@H]1COC(=O)[C@H](NC(=O)OCC2c3ccccc3-c3ccccc32)C/C=C\C[C@@H](CC(=O)N(CCO)Cc2ccccc2)C(=O)N1
    2, 2, -34, 5, 7, 3, 1, -1.6, -8, 0.5
- O=C(NCC1CCCO1)c1cccc(NC(=O)c2ccc(Br)cc2)c1 (stereo not drawn)
    6, -1, -9, 4, 7, 2, 7, 1.5, -7, 0.4
- CCOc1ccc(-c2cc(C(=O)NN=C3CCN(C)CC3)[nH]n2)cc1
    -4, 4, 3, -2, -8, 1, 14, 3.7, 5, 0.4
- O=C(Nc1ccc(F)c(Cl)c1)C1CCCCC1
    -16, -4, 11, -3, 10, -5, 2, 0.6, 0, 0.5
- CCCCOc1ccc(NS(=O)(=O)c2ccc(-n3cnnn3)cc2)cc1
    -2, 10, -31, -2, -7, -2, 5, 1.3, 5, 0.0
- Cc1ccc2[nH]c3c(c2c1)CN(C(=O)CN1CCN(C(=O)c2ccco2)CC1)CC3
    -2, -1, 6, -3, -20, -5, 8, ., -2, 9.5
- CCOC(=O)C1CCN(C(=O)COc2cc(C)c(Br)c(C)c2)CC1
    -1, -7, -6, 0, -12, 0, -2, -1.3, -10, -0.4
- Cc1cc(OC(C)C(=O)NCC2CCC(C(=O)O)CC2)c2c(C)c(C)c(=O)oc2c1 (stereo not drawn)
    7, -2, 1, 0, -62, 0, 6, -0.1, 4, 1.1
- CCN(C(=O)COC(=O)/C=C/c1cccc(Br)c1)C1CCS(=O)(=O)C1 (stereo not drawn)
    9, 5, -14, -3, -5, -10, -3, 3.1, 19, 0.1
- CC1CCN(S(=O)(=O)c2cc3c4c(c2)CCN4C(=O)CC3)CC1
    -8, -4, -8, 5, -3, -1, -2, -1.1, 5, 0.0
- CNCC(=O)Nc1ccc(OC(F)(F)F)cc1
    -7, -3, 5, 0, -8, 4, 5, 0.6, -2, -0.3
- O=C(CC(=O)NC1CCCCC1)N/N=C/c1ccccc1[N+](=O)[O-]
    -4, 0, 1, -2, 1, -7, -5, 1.4, -8, 0.2
- CS(=O)(=O)N(CC(=O)N/N=C/c1cccc2c1OCCO2)c1ccccc1Br
    14, -1, -34, 3, -128, -4, -2, -1.9, 7, -3.1
- CCCn1c(SCC(=O)NCc2ccc(Cl)cc2)n[nH]c1=O
    -2, -1, 3, 1, -4, 2, 7, 2.1, 6, 0.0
- Cc1c(C)c2ccc(OCC(=O)Nc3ccccn3)c(C)c2oc1=O
    -11, -1, 5, 1, -25, -5, 5, -11, 4, 0.2
- CCNC(=S)NNC(=O)c1cc(-c2cccc(OCC)c2)nc2ccccc12
    4, 29, 2, 3, -33, 3, 7, 2.0, -1, -0.8
- O=C(Oc1cccc(-n2cnnn2)c1)c1ccccc1
    15, -2, -2, 6, 4, 2, 0, 2.5, 6, 0.2
- Cc1ccc(Sc2ncnc3onc(C)c23)c(C)c1
    -11, -4, 1, 2, -4, -2, 3, -0.7, 10, 0.6
- CCOc1ccc(C(=O)NCC(=O)NCC(c2cccs2)N2CCOCC2)cc1 (stereo not drawn)
    -5, -3, -7, 2, -3, -4, -4, -1.1, 0, -0.1
- CCCCNC(=S)NNC(=O)c1c(C)nc2ccccn12
    1, -1, 15, 5, -30, 4, 0, -0.6, -2, 6.8
- COc1ccc(CN2CCC2(C)C(=O)Nc2cnc3ccccc3c2)c2ccccc12 (stereo not drawn)
    -8, 5, -12, -3, 7, -5, 0, 3.7, 13, 0.1
- COc1cccc(N2CCc3c(C)nc4ccc(Cl)cc4c32)c1
    10, 9, 13, -38, -162, -10, -15, -1.0, 16, -18
- Cc1cc(C(=O)N2CCCc3ccccc32)ccc1[N+](=O)[O-]
    -9, -2, 1, 0, 1, -2, 2, 1.8, -3, -0.1
- C#CCn1c(=NC(=O)c2ccc(Br)s2)sc2cc(NC(C)=O)ccc21
    0, -2, 0, -5, -25, 2, 2, 2.2, 2, -13
- C1CCCN(CCCCN2CCCCCC2)CC1
    10, 1, -5, 6, -2, 4, 0, -1.7, -8, 0.4
- COc1ccc2[nH]c(=O)c(NC(N)=S)nc2c1
    7, 6, 10, -1, 11, -5, -2, 0.6, 4, -0.4
- O=C(NNc1cc(N2CCOCC2)nc(N2CCOCC2)n1)c1ccc(Cl)cc1Cl
    -23, -6, 4, -5, -5, 0, 5, 0.8, 6, -0.2
- Cc1[nH]c(=O)[nH]c(=O)c1S(=O)(=O)N1CCCC(C(=O)NCc2ccc3c(c2)OCO3)C1 (stereo not drawn)
    -7, 4, 6, 10, 2, 4, 0, 0.2, -14, -0.3
- COC(=O)C1=C(N)Oc2cc(C)n(CC3CCCO3)c(=O)c2C1c1ccccc1 (stereo not drawn)
    10, -1, 4, 9, -8, -3, -2, -0.2, 2, 0.2
- Cc1ccc(C)c(OCCC(=O)OC(C)C(=O)Nc2c(C)n(C)n(-c3ccccc3)c2=O)c1 (stereo not drawn)
    -10, -7, -3, 0, -6, 1, -2, -0.2, 15, -0.1
- CCOC(=O)N1CCN(C(=O)CCn2c(=S)[nH]c3ccccc3c2=O)CC1
    -10, -5, 5, -4, 3, -9, 6, 1.1, 8, -0.7
- CCOCCCN(CC(=O)NC1CCCC1)C(=O)C(=O)Nc1ccc2c(c1)OCCO2
    -19, -1, 0, 2, -4, 1, 1, -0.9, -4, 0.2
- COc1ccc(C(O)c2nc(-c3cccc(C(F)(F)F)c3)cs2)cc1 (stereo not drawn)
    1, 2, -1, 2, 9, -5, -10, 0.0, 18, 0.1

Following part:
Sequence of screens: ASAP1 GAP inh, rCAG binder, sPLA2-III inh, NPR1 activator, ADAM10 inh, NPR2 activator, DDE Tn6 FP inh, GAA850 FXN act, ARFGAP1 inh, proKLK7 act
- CN(CC(=O)Nc1ccc(Cl)c(C(F)(F)F)c1)Cc1cc(=O)n2ccsc2n1
    -12, -4, -2, 0, -1, 6, -1, -0.5, 6, -0.4
- COc1ccc2[nH]cc(C(C)c3ccccc3O)c2c1 (stereo not drawn)
    ., 5, -31, -6, 0, -12, 3, ., ., -0.2
- COc1ccc(OC)c(-c2csc(NC(=O)CSc3ccc([N+](=O)[O-])cc3)n2)c1
    0, 23, -21, -1, 23*, 0, -9, 0.7, -3, 0.2
- CC1Cc2ccccc2N1C(=O)COC(=O)/C=C/c1cccc(F)c1 (stereo not drawn)
    6, -2, 0, 0, 5, -10, -3, 0.7, 9, 0.2
- COc1ccc(S(=O)(=O)Nc2cc(OC)c(NC(=O)c3ccco3)cc2OC)cc1
    -8, 14, -16, -6, 21*, -6, -1, -0.5, 3, 0.1
- COc1cc(CC(NC(C)=O)C(=O)NC2CCN(c3c(Cc4ccccc4)c(C)nc4ncnn34)CC2)cc(OC)c1 (stereo not drawn)
    -10, 0, 22*, 4, -12, 2, -6, 0.2, -2, -0.2
- COc1ccc(Oc2ncnc3c2oc2ccc(Br)cc23)cc1
    -1, -2, 4, 3, 0, 5, -1, 0.6, 3, 0.2

The order is random. About 4.5% of those tested had a hit in this group.
